Bioassay records: PubChem BioAssay, National Center for Advancing Translational Sciences (NCATS)
KCNH2 3.1 inh: inhibitors of human KCNH2 3.1 potassium channel isoform. U2OS KCNH2 3.1, thallium flux FluxOr; hits give low values. 340,000 tested, 0.95% active. activity change, % (tested at about 1.8 µM);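 active = maximum activity change below -70%; inconclusive = maximum activity change from -70% to -50%; inactive = maximum activity change above -50%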;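 also: thallium influx rate constant from kinetic fluorescence after stimulation buffer; % is scaled to controls: 0 for no effect and ±100 for the full control effect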
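We transduce U2OS cells with the mutant 3.1 virus, culture them overnight, load FluxOr with Red40 quencher for 45 min, then add stimulation buffer and read kinetically for 2 min to derive a normalized rate constant.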
TSHR antag: human thyrotropin receptor antagonism; activity change, negative = inhibition, % at 11.5 µM; TSHR-expressing cells, TSH-stimulated cAMP HTRF, 2 h; hits give low values; 330,000 tested, 0.2% active; P16473;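 active = activity change below a set negative limit, meaning inhibition stronger than a set level, cut at about -70% in these data; inconclusive = activity change between two set negative limits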; also: % is scaled to controls: 0 for no effect and ±100 for the full control effect
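TSHR-expressing cells were treated with compounds, then stimulated with TSH at EC80 (4nM final) for 2 hours at 37 deg C. Cellular cAMP was measured by HTRF competition between lysate cAMP and cAMP-d2 for a cryptate-labelled anti-cAMP antibody.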
TCR activator: activates T cell receptor signaling | Potency, µM (top dose mostly 9.22 µM), for inactives: top-dose activation of IL-2 secretion, most hits filed as activators | AID 504894 | 330,000 tested, under 10 active | primary human leukocytes, anti-CD3, IL-2 HTRF, 48 h; also: % of control where 0% means no effect
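Compounds are tested in HTS on primary human leukocytes co-incubated with a-CD3 beads for 48 hr. IL-2 output is measured by time-resolved FRET.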
Mito fusion act: mitochondrial division inhibition or fusion activation. AID 485298. Potency, µM (titrated, usually from 46.1 µM), for inactives: at the top dose growth rescue (activation), hits mostly activators. S. cerevisiae fusion-defective mutant growth rescue, CellTiterGlo 48 h. 320,000 tested, 0.23% active;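 also: potency is read from the fitted curve at half-maximal effect; % of control where 0% means no effect; nearly all actives have a fitted effect of over 45% in size; temperature-sensitive fusion mutants such as fzo1-1 at 37 °C on non-fermentable ethanol glycerol medium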
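Read-out: ATP-based luminescence (CellTiterGlo, 10 min ambient) reporting growth of fusion-defective ts yeast after 48 hours at 37C on glycerol/ethanol YPEG medium in the presence of compound.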
ELG1 DNA repair: ELG1-dependent DNA repair inhibition; Potency, µM (highest dose often 46.1 µM), for inactives: at the top dose activity change, negative = inhibition, actives largely listed as inhibitors; HEK293T ELG1-luciferase reporter, luminescence, 16 h; DNA damage induced by 5-fluorouridine; AID 504467; 330,000 tested, 2.3% active; also: potency is read from the fitted curve at half-maximal effect; % is scaled to controls: 0 for no effect and ±100 for the full control effect; nearly all actives have a fitted effect of over 55% in size
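DMSO vehicle served as the neutral condition. Each well held 2,000 cells given 5-fluorouridine plus compound; after 16 hr at 37 °C/5% CO2, ONE-Glo was added and luciferase measured 30 min later.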
TRPV1 agonist: activates the human vanilloid receptor TRPV1 | Q8NER1 | TRPV1-expressing cells, Fluo-8 calcium influx, agonist mode | activation, % at 8.33 µM | 320,000 tested, 0.19% active; in the data active = activation above about 80%; inconclusive = between about 30% and that limit; also: 0% is about no effect
Target sequence (Q8NER1 whole entry, looked up): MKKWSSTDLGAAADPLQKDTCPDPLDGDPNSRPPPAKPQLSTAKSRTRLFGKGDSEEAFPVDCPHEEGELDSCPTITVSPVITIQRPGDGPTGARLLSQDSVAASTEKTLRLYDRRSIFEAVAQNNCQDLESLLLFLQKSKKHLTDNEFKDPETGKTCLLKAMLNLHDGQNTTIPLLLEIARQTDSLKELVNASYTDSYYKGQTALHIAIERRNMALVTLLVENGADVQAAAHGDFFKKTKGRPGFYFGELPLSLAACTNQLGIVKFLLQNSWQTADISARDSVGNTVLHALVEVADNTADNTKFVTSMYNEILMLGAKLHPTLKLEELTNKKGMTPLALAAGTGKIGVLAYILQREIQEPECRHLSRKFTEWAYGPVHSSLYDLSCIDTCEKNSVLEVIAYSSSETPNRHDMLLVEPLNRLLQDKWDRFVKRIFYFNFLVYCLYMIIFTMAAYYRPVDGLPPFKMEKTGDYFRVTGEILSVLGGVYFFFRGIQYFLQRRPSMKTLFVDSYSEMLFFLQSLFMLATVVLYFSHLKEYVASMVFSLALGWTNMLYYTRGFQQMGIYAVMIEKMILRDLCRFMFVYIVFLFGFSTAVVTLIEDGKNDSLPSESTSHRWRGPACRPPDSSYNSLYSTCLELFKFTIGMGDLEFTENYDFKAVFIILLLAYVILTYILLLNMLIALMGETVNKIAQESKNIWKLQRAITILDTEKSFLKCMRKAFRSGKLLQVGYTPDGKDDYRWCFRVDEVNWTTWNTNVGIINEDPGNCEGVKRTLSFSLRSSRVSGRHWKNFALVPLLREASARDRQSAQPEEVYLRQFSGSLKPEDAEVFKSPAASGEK
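TRPV1-expressing cells were cultured overnight at 35.5C and loaded with Fluo-8 calcium dye for 40 to 90 min at room temperature. After a 10 s baseline, compound was added and calcium influx was read kinetically for 3 min (ex 480/em 520 nm).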
USP2a block: USP2a (human) protease inhibition | O75604 | USP2 core, Ub-CHOP2 coupled fluorogenic reporter, 485/531 | Potency, µM (doses to about 38.3 µM), without a hit: top-dose activity change, negative = inhibition, usual class: inhibitors | 330,000 tested, 0.01% active | AID 463254;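 also: potency is read from the fitted curve at half-maximal effect; plate controls were DMSO wells for no effect and full inhibition by NEM control for full effect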
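Deubiquitinase activity read as fluorescence (485/531 nm) after Ub-CHOP2 cleavage activates the enterokinase reporter on its substrate; USP2 core 10nM, Ub-CHOP2 and substrate 25nM each, 30min compound preincubation then 60min RT; data normalized to NEM, curves fitted.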
Eya2 phos inh: inhibitors of human Eya2 phosphatase activity; O00167; Potency, µM (titrated, usually from 76.9 µM), without a hit: at the highest dose activity, negative = inhibition, actives largely listed as inhibitors; AID 488837; 330,000 tested, 0.006% active; recombinant Eya2, OMFP fluorescence dephosphorylation (OMFP is methylfluorescein phosphate); also: potency is read from the fitted curve at half-maximal effect; % is scaled to controls: 0 for no effect and ±100 for the full control effect
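Eya2 protein (added as 0.2 uM solution) was preincubated with compound for 10 min at ambient temperature in 50 mM HEPES pH 7.5, 50 mM NaCl, 5 uM MgCl2, 0.05% BSA, 1 mM DTT. OMFP (added at 50 uM) then reacted 10 min; fluorescence read at 485/525 nm.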
A-T KAP1 phos: potential ataxia-telangiectasia treatment | […] A-T fibroblasts, KAP-1 phosphorylation AlphaLISA; neocarzinostatin DNA damage 30 min before lysis | 320,000 tested, 0.19% active | Potency, µM (highest dose often 57.5 µM), for the others: at the highest dose activation, hits mostly activators; also: potency is read from the fitted curve at half-maximal effect; % of control where 0% means no effect; nearly all actives have a fitted effect of over 45% in size
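hTERT-immortalized A-T patient fibroblasts ([…]), 500 cells/well in OPTI-MEM, 1% FBS, got compounds for 60 min, then NCS for 30 min at 37C. Lysates were then assayed for phospho-KAP-1 by AlphaLISA (anti-pKAP1 donor, anti-KAP1 acceptor beads), 6 hr at 25C.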
KCNH2 WT inh: blocks the wildtype human KCNH2 potassium channel. U2OS, BacMam KCNH2, thallium flux FluxOr; hits give low values. activity change, % at 1.84 µM. 340,000 tested, 0.37% active;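 active = maximum activity change below -70%; inconclusive = maximum activity change between -70% and -50%; inactive = maximum activity change above -50%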; also: % is scaled to controls: 0 for no effect and ±100 for the full control effect
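U2OS cells transduced with wild-type KCNH2 virus are loaded with FluxOr dye for 45 min, and thallium flux is measured in kinetic reads before and after stimulation buffer. Rate constants are normalized to DMSO controls.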
An asterisk follows results filed as active; ? = inconclusive; · = no result given; [ ] = dose if it differs, or a comment. Unless noted, calls follow the shape of the dose curve; as a rule, active = well fitted curve in the direction sought with a large enough effect; inconclusive = small, poorly fitted or top-dose-only effect, or another doubt; inactive = no such curve, though single readings can be large; an effect the other way counts as inactive or inconclusive. A portion of the library; the hit share may differ from the screen's.

Order of values: A-T KAP1 phos, TSHR antag, TRPV1 agonist, KCNH2 3.1 inh, Eya2 phos inh, KCNH2 WT inh, TCR activator, USP2a block, ELG1 DNA repair, Mito fusion act
> CCCCN1C(=O)C(NC(=O)CC(C)C)(C(F)(F)F)C2=C1CC(C)(C)CC2=O (stereo not drawn)
    -4.4%, -4.8, -0.8, -13.1, 2.8%, 7.1, -4.6%, 4.2%, 9.5%, 2.5%
> Nc1ccc2[nH]ncc2c1
    0.6%, -1.5, 1.2, -2.3, -5.0%, -10.8, 7.9%, 12.1%, ?, -2.2%
> Cc1cccc(N(C(=O)c2sc(C)nc2C)C(C(=O)NCc2ccco2)c2ccccc2)c1 (stereo not drawn)
    -4.0%, 12.2, 7.5, 0.5, 9.9%, -14.2, -2.4%, 2.2%, 0.7%, 3.3%
> C/C(=N/Nc1cc(-c2ccccc2)nc(-c2ccccc2)n1)c1ccc(O)cc1
    ?, 90.2, -9.9, -0.5, -11.0%, 2.4, -2.1%[46.1 µM], -2.1%, 0.6%, -27.6%
> CC(C)C(C(=O)OCC(=O)c1ccccc1)N1C(=O)C2C3C=CC(C3)C2C1=O (stereo not drawn)
    0.6%, -3.1, 1.1, 6.7, -1.5%, -2.5, -4.1%, 2.8%, -5.3%, 1.6%
> Cc1ccccc1C(=O)NCC(=O)N1CCN(c2ccccn2)CC1
    -9.0%, -7.6, ·, -0.8, -18.2%, -1.8, 2.3%[46.1 µM], 2.6%, 2.6%, ·
> CCOC(=O)c1[nH]c2ccc(Br)cc2c1NC(=O)CNC
    ·, 3.8, -9.0, 27.8, 14.2%, -12.5, 0.5%, 3.0%, -8.7%, -4.2%
> CC(C)C(NS(=O)(=O)c1ccc2c(c1)C(C)(C)C(=O)N2C)C(=O)NCc1ccc(F)cc1 (stereo not drawn)
    8.4%, 22.3, 1.5, 2.4, 5.2%, 8.2, -5.0%, 1.5%, 3.2%, 2.3%
> Cc1ccc(N(C(=O)CNC(=O)c2ccco2)C(C(=O)NC2CCCCC2)c2cccnc2)cc1 (stereo not drawn)
    1.6%, -7.3, 3.4, 3.5, 4.4%, -0.5, -5.5%, 2.4%, 24.5%, 2.3%
> N#Cc1ccc(C23OCCN2CCn2c3c3ccccc3[n+]2[O-])cc1 (stereo not drawn)
    4.1%, 2.2, ·, 20.4, -15.3%, 18.1, -15.2%, 2.6%, 7.1%, ·

A portion of the results above, as a working copy:
Order of values: A-T KAP1 phos, TSHR antag, TRPV1 agonist, KCNH2 3.1 inh, Eya2 phos inh, KCNH2 WT inh, TCR activator, USP2a block, ELG1 DNA repair, Mito fusion act
> CC(C)C(C(=O)OCC(=O)c1ccccc1)N1C(=O)C2C3C=CC(C3)C2C1=O (stereo not drawn)
    0.6%, -3.1, 1.1, 6.7, -1.5%, -2.5, -4.1%, 2.8%, -5.3%, 1.6%
> Cc1ccccc1C(=O)NCC(=O)N1CCN(c2ccccn2)CC1
    -9.0%, -7.6, ·, -0.8, -18.2%, -1.8, 2.3%[46.1 µM], 2.6%, 2.6%, ·
> CCOC(=O)c1[nH]c2ccc(Br)cc2c1NC(=O)CNC
    ·, 3.8, -9.0, 27.8, 14.2%, -12.5, 0.5%, 3.0%, -8.7%, -4.2%

Going on with the list.
Order of values: A-T KAP1 phos, TSHR antag, TRPV1 agonist, KCNH2 3.1 inh, Eya2 phos inh, KCNH2 WT inh, TCR activator, USP2a block, ELG1 DNA repair, Mito fusion act
> O=C1CN2C(=Nc3ccc(Br)cc3C2c2ccccc2)CCN1 (stereo not drawn)
    6.1%, -4.6, -2.0, -0.5, 12.0%, 4.6, -3.6%, 0.2%, -3.0%, -0.1%
> COc1ccc(-c2noc(C(C)n3nc(C)c([N+](=O)[O-])c3C)n2)cc1OC (stereo not drawn)
    -3.0%, 2.8, -1.7, -18.2, 14.2%, 4.3, -2.6%, 2.2%, -24.8%, -5.2%
> CCCCNC(=O)c1cc2ccccc2s1
    1.2%, -16.0, ?, 14.5, ?, 0.1, 4.1%, -2.1%, ?, 5.4%
> O=C(Nc1cc(C(F)(F)F)ccc1-n1cncn1)C1CC1
    0.7%, 8.6, 5.3, -10.1, -19.5%, 2.8, 3.1%, 0.9%, 3.5%, -2.7%
> CCOC(=O)N1CCN(C(=S)NC(=O)C23CC4CC(CC(C4)C2)C3)CC1
    -7.7%, -1.1, ?, 13.8, 6.6%, 17.4, 0.4%, -2.2%, -19.0%, -6.4%
> CCc1ccccc1NC(=O)NNS(=O)(=O)c1cc(C)ccc1C
    6.1%, -5.2, 1.5, -10.5, -5.5%, -5.1, -1.4%, -12.5%, -5.5%, -0.5%
> CCCCOCCCn1cnc2c([nH]c3cc(OC)ccc32)c1=O
    3.5%, -14.0, 2.5, -14.7, -7.5%, 1.6, 0.5%, 2.1%, 0.1%, 5.6%
> COc1ccc(/C=N/NC(=O)CCn2cnc3ccccc32)cc1
    -4.1%, 3.4, -3.1, 1.4, ?, 18.2, 2.6%, 8.6%, 10.5%, 5.0%
> CCc1ccccc1NC(=O)C/C(C)=N/NC(=O)COc1ccccc1C
    -2.1%, ·, 5.2, -11.4, -2.2%, 9.0, 3.0%, -0.5%, 12.2%, 2.8%
> C=CCNC(=S)Nc1cccc([N+](=O)[O-])c1
    -1.7%, 15.3, ?, 2.4, 0.7%, 4.5, 1.3%, 1.1%, ?, -5.9%
> CC(C)CN(C(=O)C1CSC2(C)CCC(=O)N12)c1c(N)n(Cc2ccccc2)c(=O)[nH]c1=O (stereo not drawn)
    4.4%, -1.2, 3.5, -16.0, -2.1%, 4.5, -13.7%, 1.7%, -6.0%, -0.9%
> CC1CCCCN1C(=O)CN1CCN(S(=O)(=O)c2ccc(Br)cc2Cl)CC1 (stereo not drawn)
    2.3%, -2.3, 28.8, -28.0, 4.3%, 1.4, -6.1%, -1.7%, ?, 11.7%
> Oc1ccc(-c2cn3ccccc3n2)cc1O
    -10.5%, -9.2, 9.2, 1.5, -8.3%, -3.7, -6.1%, 2.4%, ?, 2.0%
> CCN1CCOC(CC(=O)Nc2cccc([N+](=O)[O-])c2)C1=O (stereo not drawn)
    24.6%, -9.6, 0.7, 5.8, 9.2%, 8.9, 3.3%, -2.8%, ?, -9.7%
> Cc1cccc(Nc2nnc(-c3ccc(N4CCOCC4)c([N+](=O)[O-])c3)c3ccccc23)c1
    2.8%, 2.1, 16.5, ·, 0.4%, 4.7, 4.6%[46.1 µM], -10.6%, 8.2µM*, ?
> O=C(COC(=O)c1cc([N+](=O)[O-])ccc1NCCO)c1ccc(Cl)cc1
    3.1%, -20.3, -4.9, -28.2, -5.0%, 0.3, 6.7%[46.1 µM], 3.5%, ?, 1.0%
> OC1(c2cccc(C(F)(F)F)c2)CCN(c2ccc(-c3ccccc3)nn2)CC1
    ·, -5.3, 6.3, -25.6, 3.8%, 3.8, -8.4%[46.1 µM], -0.9%, ?, 8.1%
> COc1ccc(/C=N\NC(=O)c2ccccc2[N+](=O)[O-])cc1COc1c(F)c(F)c(F)c(F)c1F
    0.6%, 5.0, -0.9, ·, 8.0%, -6.8, 0.8%, -8.1%, ?, 0.3%
> O=C1c2ccccc2-c2nc3ncnn3c(-c3ccccc3Cl)c21
    21.2%, 18.4, ·, 0.4, 7.1%, 1.1, 2.7%, 3.5%, ?, 10.2%
> Cn1c(O)c(N=NC(=O)C2COc3ccccc3O2)c2ccccc21 (stereo not drawn)
    -11.5%, 6.7, 3.6, -1.1, 0.0%, 0.3, 7.6%, 0.6%, -2.6%, 8.8%
> CC(=O)c1cccc(NC(=O)COC(=O)COc2ccc(Cl)cc2)c1
    16.0%, 13.3, 26.7, ·, -7.2%, -11.8, -2.6%, 1.7%, 17.4%, 1.2%
> Cc1ccc2oc(-c3ccco3)cc(=O)c2c1
    -3.5%, 6.2, 4.5, -20.3, 2.8%, 3.4, 1.4%, -1.0%, ?, 0.4%
> Cc1cc(F)ccc1S(=O)(=O)Nc1ccc(C(=O)N2CCCCC2)cc1
    -0.9%, -13.9, ·, -2.3, 4.0%, -1.2, -18.2%, 1.6%, 6.8%, ·
> C=CCn1c(SCC(=O)NNC(=O)Nc2ccc(C)cc2)nnc1-c1ccccc1
    -8.8%, -7.4, -0.1, -4.2, 1.3%, -6.1, 2.8%, 1.0%, 8.5%, -4.4%
> Nc1ccc(C(CC(=O)O)n2cccc2)cc1 (stereo not drawn)
    -0.6%, 0.9, -1.5, 16.6, 16.7%, 2.2, 3.5%, 3.1%, -1.5%, 8.8%
> O=C1COCC(=O)N1CCc1c[nH]c2ccccc12
    13.3%, 17.3, -1.3, 2.4, -6.8%, -46.0, 1.6%, -2.9%, 0.0%, 4.4%
> O=[N+]([O-])/C=C1/CCCCCN1
    -0.1%[11.5 µM], 6.5, -1.2, 15.8, 3.5%, -3.3, 1.3%, -3.5%, -11.4%, -5.7%
